CHRM1 agonist: human M1 muscarinic receptor agonism; P11229; CHO-K1 hM1, Fluo-8 calcium fluorescence, agonist mode; 0% DMSO, 100% acetylcholine EC100; activation, % at 3 µM; 0.33% of 360,000 active;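 active means activation above the run's mean compound activation plus 3 SD, cut at about 16% in these data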;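 further: peak over basal fluorescence ratio within a 140 s kinetic read after compound addition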
Target sequence (P11229 whole entry, looked up): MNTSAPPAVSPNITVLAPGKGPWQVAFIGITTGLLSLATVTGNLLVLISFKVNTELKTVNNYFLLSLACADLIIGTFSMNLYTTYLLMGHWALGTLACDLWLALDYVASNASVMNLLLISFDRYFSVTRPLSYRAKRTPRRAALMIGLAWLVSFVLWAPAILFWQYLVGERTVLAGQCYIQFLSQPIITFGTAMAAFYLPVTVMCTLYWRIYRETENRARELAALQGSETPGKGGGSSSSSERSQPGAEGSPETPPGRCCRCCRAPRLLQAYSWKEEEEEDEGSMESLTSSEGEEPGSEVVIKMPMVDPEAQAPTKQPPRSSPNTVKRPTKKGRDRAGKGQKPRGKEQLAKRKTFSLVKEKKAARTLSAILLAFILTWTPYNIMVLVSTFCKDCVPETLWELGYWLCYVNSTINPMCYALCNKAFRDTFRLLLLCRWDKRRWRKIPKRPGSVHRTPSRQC
CHO parental Ca: counter-screen: ATP calcium response change in parental CHO cells; parental CHO-K1, ATP-induced calcium, Fluo-8 fluorescence; inhibition, % at 5.6 µM; 0.63% of 330,000 active; AID 463079;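 active means inhibition above that plate's mean sample inhibition plus 3 SD, cut at about 26% in these data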;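 further: 0% = ATP-challenged DMSO wells and 100% = DMSO wells without ATP; some compounds past the cut are filed as inactive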
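Assay system: untransfected parental CHO cell line. Also added: ATP agonist challenge. Dosing: one dose, 5.6 µM nominal. Measured by: Fluo-8 fluorescence. Read-out: % inhibition. Benchmarks: ATP wells versus no-ATP DMSO wells. Repeats: no replicates.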
OXTR potentiator: human OXTR potentiation | 0.061% of 320,000 active | activation, % at 3 µM | CHO-OTR cells, Fluo-8 calcium fluorescence, potentiator mode; 0% = oxytocin EC15, 100% = EC100;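 active means activation above that plate's cutoff, the mean activation of tested compounds plus 3 SD, cut at about 6.6% in these data, passing the limit was not always enough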;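 further: 100% uses oxytocin at 75 nM as the full agonist control; some results filed as inactive read as strong as hits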
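Material: human OTR in CHO cells. Compound: 3.0 µM, one dose. Timing: compound 6 min at room temperature before oxytocin, 100 s read. Evaluation: % activation of max/min ratio relative to oxytocin controls. Replication: single well per compound, singlicate. Signal: Fluo-8 calcium dye fluorescence.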
CHO-K1 Ca ag: counter-screen for M1 agonists: effect in parental CHO-K1 cells. Fluo-8 calcium fluorescence; scaled to maximal ATP response, vehicle zero. AID 602248. activation, % at 3 µM. 0.48% of 360,000 active; in the data active means activation above about 15%;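 further: untransfected CHO-K1 host cells lacking M1 receptor as counterscreen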
CHO-K1 Ca antag: nonselective inhibitor or artifact in parental CHO-K1 cells; 0.6% of 360,000 active; ATP-induced calcium, Fluo-8 fluorescence; AID 602250; inhibition, % at 3 µM;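 active means inhibition above a per-plate cutoff, the plate's mean sample inhibition plus 3 SD, cut at about 24% in these data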;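 further: 0% = DMSO plus EC80 ATP and 100% = DMSO alone without ATP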
M1 antag: blocks human M1 muscarinic receptor | P11229 | CHO-K1 hM1, Fluo-8 calcium fluorescence, ACh EC80 antagonist | inhibition, % at 3 µM | 1.3% of 360,000 active;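 active means percent inhibition above its own plate's cutoff, namely the mean of that plate's compound wells plus 3 SD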;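 further: peak over basal fluorescence ratio during 140 s after agonist addition; 0% = ACh EC80 plus DMSO and 100% = DMSO alone without agonist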
M4 ag: CHRM4 agonism in calcium assay; activation, % at 3 µM; CHO-K1 hM4/Gqi5, Fluo-8 calcium fluorescence; vehicle 0%, full acetylcholine response 100%; 0.14% of 360,000 active; P08173;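 active means activation above the run mean over all test wells plus 3 SD, cut at about 32% in these data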;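 further: peak over basal fluorescence ratio per well then scaled between controls; 0% = DMSO wells and 100% = acetylcholine at EC100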
Target sequence (P08173 whole entry, looked up): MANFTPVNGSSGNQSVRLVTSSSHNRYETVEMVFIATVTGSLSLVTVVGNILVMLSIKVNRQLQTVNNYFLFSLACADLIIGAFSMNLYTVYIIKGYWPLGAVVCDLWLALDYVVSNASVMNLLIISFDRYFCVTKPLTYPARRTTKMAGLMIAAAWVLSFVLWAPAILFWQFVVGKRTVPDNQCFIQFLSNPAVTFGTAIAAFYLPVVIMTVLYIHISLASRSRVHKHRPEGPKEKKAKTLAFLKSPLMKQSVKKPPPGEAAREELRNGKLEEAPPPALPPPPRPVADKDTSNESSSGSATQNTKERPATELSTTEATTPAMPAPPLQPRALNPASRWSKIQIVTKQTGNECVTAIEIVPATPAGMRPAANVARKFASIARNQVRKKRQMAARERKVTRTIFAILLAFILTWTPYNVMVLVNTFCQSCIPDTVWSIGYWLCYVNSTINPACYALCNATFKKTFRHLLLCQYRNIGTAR
M4 antag: CHRM4 antagonism in calcium assay; 0.73% of 360,000 active; inhibition, % at 3 µM; P08173; CHO-hM4 cells, ACh EC80, Fluo-8 calcium fluorescence; AID 624125;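 active means inhibition above its plate's cutoff, the mean inhibition of sample wells plus 3 SD, cut at about 27% in these data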;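 further: 0% = acetylcholine EC80 with DMSO and 100% = DMSO without agonist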
CHRM1 PAM: positive allosteric modulators of human M1 muscarinic receptor | 0.088% of 360,000 active | AID 588819 | CHO-K1 hM1, Fluo-8 calcium fluorescence, ACh EC20; 0% = ACh EC20, 100% = maximal ACh | activation, % at 3 µM | P11229; in the data active means activation above about 19%, passing the limit was not always enough
Active calls of the source: *; . = no result given.

The line under a structure holds: CHO-K1 Ca antag	M1 antag	M4 antag	OXTR potentiator	CHRM1 PAM	M4 ag	CHO parental Ca	CHRM1 agonist	CHO-K1 Ca ag
O=C(c1ccc(Cl)c(Cl)c1)N1CCN(Cc2ccc3c(c2)OCO3)CC1
    -6	-18	-1	-12	7	0	3	-3	-0.5
COc1ccccc1CNc1nc(NCc2cccs2)nc2ccsc12
    8	21	18	.	-14	23	.	0	4.5
Cc1ccc(C)c2[nH]c(=O)c(C(c3nnnn3C3CCCC3)N3CCOCC3)cc12 (stereo not given)
    -1	-2	2	2	4	4	-13	-5	1.7
O=C(O)c1cc2ccc3ccccc3c2oc1=O
    -3	-9	6	-13	5	0	-10	-2	-0.4
CN(C)c1ccc(/C=N/NC(=O)c2ccn(C)n2)cc1
    -20	-10	2	1	11	0	-4	-3	0.8
CCc1nc(NCCN)c(C#N)c2c1CSC(C)(C)C2
    -9	-1	-8	-18	0	4	-25	-3	2.4
COc1ccc(C(C)=O)cc1CN(c1ccccc1OC)S(=O)(=O)c1cccs1
    -13	-2	-16	-9	2	6	-19	-5	2.2
COc1cc2c(cc1OC)-c1cc(NC3CC3)nc(=O)n1CC2
    -1	-8	-7	-9	3	0	-4	-4	0.2
CCSc1nc(C)nc2sc(C)c(C)c12
    -12	-6	-2	-2	4	0	-10	-2	0.7
CN1C(=O)NC(c2ccccc2)(C(F)(F)F)S/C1=C(/C#N)c1nnc(N2CCOCC2)n1-c1ccccc1 (stereo not given)
    -1	-7	-6	-3	8	3	-14	-8	0.1
Cc1cc(NC(=O)CSCC(=O)OCC(=O)c2cccc(Br)c2)no1
    -15	1	7	-7	1	1	-7	-3	0.4
COc1ccc([N+](=O)[O-])cc1NC(=O)C(C)OC(=O)C1c2ccccc2Oc2ccccc21 (stereo not given)
    -16	5	-8	-9	-3	1	-7	-8	0.3
O=c1c(-c2ccccc2)c[nH]n1-c1cccc([N+](=O)[O-])c1
    10	10	0	-10	-13	1	-5	-3	1.6
CCc1nc(Nc2ccccc2OC)c2oc3ccccc3c2n1
    3	4	0	-15	-2	0	-33	-4	9.2
COc1ccc(CNC(=O)c2ccncc2)cc1
    1	-10	0	-3	7	1	-1	-1	2.2
CCCCNC(=O)c1cn(CC(C)C)c(=O)c2c1c1ccccc1n2C
    -8	-4	1	-2	5	3	-20	-6	4.9
CCOc1ccc2ccccc2c1/C=N/NC(=O)CC1(C)OCCCO1
    -12	6	-3	-7	-3	2	-14	-4	0.4
Cc1cc(C(=O)Cn2nc(C(=O)O)c3ccccc3c2=O)c(C)n1CCc1ccc(Cl)cc1
    -7	5	-6	-19	1	2	-15	-4	1.0
Cc1cc(C(=O)N/N=C/c2c(C)[nH]n(-c3ccccc3)c2=O)n[nH]1
    -16	-13	-2	-10	15	0	-8	-3	-0.2
CC(NC(=O)C1CCCCC1)C(c1cccs1)N1CCOCC1 (stereo not given)
    -12	-15	-2	-2	9	0	-2	-1	0.5
Cc1cc(C)nc(NC(=O)CSc2nn(-c3ccccc3)c(=S)s2)n1
    -24	1	-18	-5	2	1	-10	-3	1.0
CN(C)C(CNC(=O)c1ccc(S(=O)(=O)Nc2cccc(C(F)(F)F)c2)cc1)c1ccco1 (stereo not given)
    22	4	-6	-11	1	5	3	-5	0.9
O=C(CCCCC(=O)Nc1c(I)cc(I)c(C(=O)O)c1I)Nc1c(I)cc(I)c(C(=O)O)c1I
    0	-25	-4	-3	4	0	-5	-2	0.8
Cc1noc(C)c1NC(=O)Nc1cccc2c1O[C@H](CN(C)S(=O)(=O)c1cccs1)[C@@H](C)CN([C@H](C)CO)C2=O
    5	-7	5	0	3	1	-3	-4	0.1
O=C(Nc1cccnc1Cl)c1cccs1
    -11	-4	4	-22	5	2	6	-4	1.4
COc1ccc(-n2c(=O)c3ccccc3n(CC(=O)NC3CCCCC3)c2=O)c(OC)c1
    -7	-10	-1	-13	6	0	-14	-2	0.0
COc1ccc(S(=O)(=O)N2CCCCC2)cc1NC(=O)c1ccc(N2CCCC2=O)cc1
    -10	0	-2	0	2	4	-4	-6	1.5
O=[N+]([O-])c1cnccc1Nc1ccc(F)cc1
    -9	-27	-8	-5	4	1	6	-3	0.1
COc1ccc(NC(=O)/C(C#N)=C/c2c(C)nn(-c3ccc(F)cc3)c2Cl)cc1Cl
    2	0	1	-7	8	-1	-21	0	-0.3
COc1cc(NC(=O)c2cccc([N+](=O)[O-])c2C)ccc1NC(=O)c1ccco1
    6	5	-2	-10	-4	6	-18	-5	1.5

In the list so far, these have a nitro group on carbon:
The line under a structure holds: CHO-K1 Ca antag	M1 antag	M4 antag	OXTR potentiator	CHRM1 PAM	M4 ag	CHO parental Ca	CHRM1 agonist	CHO-K1 Ca ag
COc1ccc([N+](=O)[O-])cc1NC(=O)C(C)OC(=O)C1c2ccccc2Oc2ccccc21 (stereo not given)
    -16	5	-8	-9	-3	1	-7	-8	0.3
O=c1c(-c2ccccc2)c[nH]n1-c1cccc([N+](=O)[O-])c1
    10	10	0	-10	-13	1	-5	-3	1.6
O=[N+]([O-])c1cnccc1Nc1ccc(F)cc1
    -9	-27	-8	-5	4	1	6	-3	0.1
COc1cc(NC(=O)c2cccc([N+](=O)[O-])c2C)ccc1NC(=O)c1ccco1
    6	5	-2	-10	-4	6	-18	-5	1.5

More structures follow.
The line under a structure holds: CHO-K1 Ca antag	M1 antag	M4 antag	OXTR potentiator	CHRM1 PAM	M4 ag	CHO parental Ca	CHRM1 agonist	CHO-K1 Ca ag
O=C(c1ccccc1)N1N=C(C(F)(F)F)CC1(O)c1ccc(F)cc1 (stereo not given)
    -9	-24	-1	8	13	-1	-23	-3	0.8
CCC(C)(C)c1nnc(NC(=O)C2CCN(C(=O)c3ccco3)CC2)s1
    -10	-3	-6	-10	12	2	-13	-1	1.6
Cn1c(C(=O)N2CCCC(C(=O)N3CCN(C(=O)c4ccco4)CC3)C2)cc2sccc21 (stereo not given)
    1	-19	-21	0	13	10	-15	-1	1.2
CN(C)S(=O)(=O)N1CCN(S(=O)(=O)N2CCOCC2)CC1
    7	3	-10	-6	3	1	2	-6	0.4
COC(=O)c1cc(OC)c(OC)cc1NC(=S)Nc1cccc(Cl)c1
    3	-9	9	-6	3	0	-4	-2	-0.3
COc1ccc(N2CC(O)=C(c3nc4ccccc4s3)C2=N)c(OC)c1
    7	16	2	-3	-2	3	-5	-2	1.0
O=C(/C=C/c1ccc(Cl)c(Cl)c1)NCc1ccco1
    9	-6	-2	-1	10	1	-5	-4	0.1
CCOC(=O)Cn1nnnc1C(C(C)C)N(Cc1cccs1)Cc1cc2cc(C)ccc2[nH]c1=O (stereo not given)
    3	-10	-3	-9	16	-1	-25	-3	-0.3
CCOC(=O)C1CCN(Cc2nc(-c3ccc(OC)c(OC)c3)no2)CC1
    -8	-17	-7	0	5	3	-24	-4	1.0
COc1ccc(S(=O)(=O)N2CCCCC2)cc1NC(=O)CCc1nc2ccccc2c(=O)[nH]1
    -6	-5	-2	-17	1	0	-22	-8	0.2
Cc1ccc(C2(C)NC(=O)N(CC(=O)Nc3cc(S(=O)(=O)N4CCOCC4)ccc3C)C2=O)cc1 (stereo not given)
    4	-2	15	4	8	0	-10	-7	-0.1
Cc1nn(C)cc1CNC(=O)/C=C/c1cnn(C)c1
    -2	4	8	-2	-1	0	-3	-2	-0.2
C[C@@H]1CN([C@H](C)CO)C(=O)c2c(c3ccccc3n2C)-c2ccccc2CO[C@H]1CN(C)C(=O)CCC(F)(F)F
    -12	5	0	.	-3	1	.	-3	1.2
CCN(CC)CCNC(=O)CCCNC(=O)Cn1cnc2sc(C)c(C)c2c1=O
    -7	-2	-3	-3	1	0	-11	-3	0.9
COc1cccc(/C=N/NC(=O)c2cccc([N+](=O)[O-])c2)c1OS(=O)(=O)c1ccc(C)cc1
    -12	14	-4	-11	-4	6	-23	-1	3.2
COc1cc(S(=O)(=O)N(Cc2ccco2)C2CCCC2)ccc1-n1cnnn1
    -12	-18	5	-4	1	0	-16	-3	1.0
O=C(NCC1CCCO1)c1c(O)c2cccc3c2n(c1=O)CC3 (stereo not given)
    0	0	-4	-14	4	1	-23	-3	-0.4
CC1(C)OC(=O)N(c2ccccc2)C12C=Cc1cc(Br)ccc1O2 (stereo not given)
    9	4	0	-8	5	-3	36*	-5	-0.3
Cc1ccccc1NC(=O)C(C)c1ccc(-c2ccccc2)c(F)c1 (stereo not given)
    -17	6	17	-27	2	5	20	2	1.7
CCOC(=O)C1(Cc2ccccc2)CCN(Cc2cnc(N3CCOCC3)s2)CC1
    -1	-2	2	-16	8	1	-14	-8	0.3
Cc1ccc(-n2nc(C(=O)O)cc2-c2ccc(Cl)cc2)cc1
    4	-1	8	-16	6	1	15	-4	0.5
O=C(NCCCCC(NC(=O)C1CCCCC1)C(=O)O)c1ccccc1 (stereo not given)
    -33	-4	3	1	5	0	-12	-4	0.7
Nn1cc(-c2ccccc2)nc1SCC(=O)Nc1ccc2c(c1)OCO2
    -13	-2	-3	-13	5	1	-20	-8	0.1
CCCc1cc(=O)[nH]c(SCC(=O)N(C)C2CCCCC2)n1
    -18	-5	5	-6	4	0	-18	-4	0.1
COC(=O)c1c(NC(=O)/C=C/c2ccc3c(c2)OCO3)sc(C)c1C
    -8	-1	-1	-8	2	0	-13	-5	0.7
COc1ccc(CN(C)CC(=O)Nc2sc3c(c2C#N)CCC3)cc1OC
    -4	-7	2	-14	-2	11	0	1	11

Ordered by length of the SMILES (high to low): some entries from above.
The line under a structure holds: CHO-K1 Ca antag	M1 antag	M4 antag	OXTR potentiator	CHRM1 PAM	M4 ag	CHO parental Ca	CHRM1 agonist	CHO-K1 Ca ag
COc1cccc(/C=N/NC(=O)c2cccc([N+](=O)[O-])c2)c1OS(=O)(=O)c1ccc(C)cc1
    -12	14	-4	-11	-4	6	-23	-1	3.2
CCOC(=O)C1(Cc2ccccc2)CCN(Cc2cnc(N3CCOCC3)s2)CC1
    -1	-2	2	-16	8	1	-14	-8	0.3
COC(=O)c1c(NC(=O)/C=C/c2ccc3c(c2)OCO3)sc(C)c1C
    -8	-1	-1	-8	2	0	-13	-5	0.7
CCOC(=O)C1CCN(Cc2nc(-c3ccc(OC)c(OC)c3)no2)CC1
    -8	-17	-7	0	5	3	-24	-4	1.0
O=C(NCC1CCCO1)c1c(O)c2cccc3c2n(c1=O)CC3 (stereo not given)
    0	0	-4	-14	4	1	-23	-3	-0.4
O=C(/C=C/c1ccc(Cl)c(Cl)c1)NCc1ccco1
    9	-6	-2	-1	10	1	-5	-4	0.1
